# From PubChem BioAssay
# ERK EGF block = qHTS Assay for Inhibitors of the ERK Signaling Pathway using a Homogeneous Screening Assay; Stimulation with EGF; HEK293-V1b, EGF-stimulated phospho-ERK AlphaScreen; Potency, µM (series often up to 11.5 µM), without a hit: at the highest dose activity change, negative = inhibition, actives largely listed as inhibitors; hit rate 0.41% among 130,000; AID 1454, 2008; active means well fitted inhibition curve with a large enough effect; inconclusive means small, poorly fitted or top-dose-only effect, or effect the other way;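 further: plate controls were stimulated vehicle wells for no effect and unstimulated vehicle basal for full effect; nearly all actives have a fitted effect of over 55% in size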
#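 Cell line HEK293 (stable V1b), low serum overnight. Pretreatment: compound 30 min, 37C. EGF 25 nM, 5 min. Detection: SureFire AlphaScreen, 5 h RT. AC50 via standard Hill equation.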
# An asterisk follows results filed as active; ? = inconclusive; & = joins results of further samples; [ ] = remark or other dose. Potency means the concentration at half of the fitted maximal effect. These rows are one share of the data; count on the stated rates, not on these rows.
SMILES,ERK EGF block
CCOC(=O)c1ccc(NC(=S)N(CCCN2CCN(C)CC2)Cc2cccs2)cc1,0%
CCN(C(=O)COC(=O)c1cc(-c2ccc3cc(OC)ccc3c2)nc2ccccc12)C1CCS(=O)(=O)C1 (configuration not stated),5%
c1ccc(SCCOCCN2CCc3ccccc3C2)cc1,2%
CCCn1ncc(CN2CCC(CO)(CC3CCCCO3)CC2)c1C (configuration not stated),4%
COc1cc(C(=O)Nc2ccc3c(c2)CCN3C(C)=O)cc(OC)c1OC,0%
CS(=O)(=O)N(CCC#N)Cc1ccc(C=O)o1,14%
O=C(Cc1cccs1)Nc1nc(-c2cccnc2)cs1,3%[57.5 µM]
O=C(Oc1ccccc1)N1CCC2(CC1)CN(c1ccccn1)C2,-2%
O=C(O)c1ccccc1C(=O)OCCCCOC(=O)c1ccccc1C(=O)O,-20%[57.5 µM]
O=C(Cn1cnc2c(nnn2-c2ccccc2)c1=O)NCc1ccc(F)cc1,5%[57.5 µM]
Cc1nc2ccc(F)cc2cc1C(=O)Nc1cccc(Cl)c1C,-4%
COC(=O)CSc1nc2ccc(C)cc2cc1C#N,-2%
CCOC(=O)c1ccc2c(c1)NCc1cccc(OC)c1O2,-2%[57.5 µM]
COC(=O)Cc1ccc(NC(=S)NCc2ccc(OC)cc2)cc1,-2%
Cc1ccc(/C=N/NC(=O)Cn2nc(C)c([N+](=O)[O-])c2C)o1,-9%[57.5 µM]
COc1cc(CN2CCCC(C(=O)c3ccccc3SC)C2)cc(OC)c1 (configuration not stated),?
COc1ccc(CCNC[C@@H](O)c2ccc(O)cc2)cc1OC,3%
CCc1nnc(NC(=O)CSc2nc(C)cc(C)c2C#N)s1,-12%
CN1C[C@@H]2C(c3ccccc3)C3(c4ccccc4)CC2(C3)[C@H]1c1ccccc1 (some centres not stated),-2%
O=C(CCS(=O)(=O)c1ccccc1)Nc1nc(-c2cccs2)cs1,-4%
Cn1ncc(Cl)c1C(=O)Nc1ccncc1,-3%
CCN(c1ccccc1)S(=O)(=O)c1cc(NC(=O)COC(=O)C2CC2)ccc1Cl,-6%[57.5 µM]
CCCCc1c(C)nc2ccccc2c1SCCC(=O)O,-4%
COCCn1c(=NC(=O)/C=C/c2cccs2)sc2cc(NC(C)=O)ccc21,-16%
COc1ccc(C2CC(c3ccccc3)=NN2C(=O)COC(=O)c2cc(S(=O)(=O)N3CCOCC3)ccc2Cl)cc1 (configuration not stated),10%
CN(CCc1ccccn1)C(=S)Nc1ccc(Cl)cc1Cl,5%
COc1ccc(N2CCN(C(CNC(=O)C(=O)NCCCn3ccnc3)c3cccnc3)CC2)cc1 (configuration not stated),2%
CCOc1ccc(/C=N/NC(=O)CSc2n[nH]c(=O)[nH]c2=O)cc1OC,3%
CN(C)/C=C(/C(=O)c1ccccc1)S(=O)(=O)c1ccc(Cl)cc1,-6%
S=C1N(c2ccccc2)C(c2ccc(Br)cc2)N2CCCN12 (configuration not stated),0%[57.5 µM]

# Some of these compounds in order of SMILES length, falling.
SMILES,ERK EGF block
COc1ccc(C2CC(c3ccccc3)=NN2C(=O)COC(=O)c2cc(S(=O)(=O)N3CCOCC3)ccc2Cl)cc1 (configuration not stated),10%
CCN(c1ccccc1)S(=O)(=O)c1cc(NC(=O)COC(=O)C2CC2)ccc1Cl,-6%[57.5 µM]
CCOc1ccc(/C=N/NC(=O)CSc2n[nH]c(=O)[nH]c2=O)cc1OC,3%
CN(C)/C=C(/C(=O)c1ccccc1)S(=O)(=O)c1ccc(Cl)cc1,-6%
S=C1N(c2ccccc2)C(c2ccc(Br)cc2)N2CCCN12 (configuration not stated),0%[57.5 µM]
CN(CCc1ccccn1)C(=S)Nc1ccc(Cl)cc1Cl,5%
Cn1ncc(Cl)c1C(=O)Nc1ccncc1,-3%

# The results go on:
SMILES,ERK EGF block
CCCC(=O)Nc1cc(C(=O)O)ccc1Sc1ccc(C)cc1,6%[57.5 µM]
CCc1ccc(S(=O)(=O)NC(=S)NC2CCCCC2)cc1,-2%
Cc1cc(C)c[n+](-c2nc3ccccc3nc2[N-]S(=O)(=O)c2cccs2)c1,-1%
O=C(COC(=O)/C=C/c1cccc(F)c1)Nc1ncccn1,?
CSc1cccc(NC(=O)/C=C/c2ccccc2)c1,-11%[57.5 µM]
NS(=O)(=O)c1cccc(NC(=O)CSc2nc3ccccc3n2-c2ccccc2)c1,-7%
COc1ccc(CC(=O)OCC(=O)Nc2cccnc2Cl)cc1OC,-8%
CC(=O)Nc1ccc(OCC(=O)NCCc2ccccc2)cc1,-6%
O=C1C2C3C=CC(C4CC34)C2C(=O)N1/N=C/c1ccc(-c2ccc([N+](=O)[O-])cc2)o1 (configuration not stated),?
COc1nc(-c2ccccc2)ncc1S(=O)(=O)c1ccccc1,-5%
CC(=O)Nc1cccc(N/C(N)=N/c2nc(C)cc(C)n2)c1,1%
Cn1cc(CCC(=O)N2CCCC(C(=O)c3cccc4ccccc34)C2)cn1 (configuration not stated),-2%
Cc1ccc(SC[C@H](CC(C)C)N2CCN(C)CCC2=O)cc1,-30%[57.5 µM]
CCOc1ccc(NC(=O)C2CCN(c3nnnn3-c3ccccc3)CC2)cc1,-6%
C[C@@H]1O[C@H](O[C@@H]2\C=C/C=C\C=C/C=C\C[C@H](C)OC(=O)/C=C\[C@H]3O[C@@H]3C[C@H](O)C[C@]3(O)C[C@@H](O)[C@@H](C(=O)O)[C@H](C2)O3)[C@@H](O)[C@H](N)[C@@H]1O (stereo in doubt),10%[25.7 µM]
Cc1ccc(C)c(NC(=S)NC23CN4CN(CN(C4)C2)C3)c1,-4%
CC(=O)c1ccc(S(=O)(=O)Nc2ccc(-c3ccc4nnc(C)n4n3)cc2)cc1,0%
COc1cc(C(=O)NCC(=O)OCCN2C(=O)c3ccccc3C2=O)cc(OC)c1OC,0%
O=C(O)COCCN1CCN(C(c2ccccc2)c2ccc(Cl)cc2)CC1 (configuration not stated),4%
N#Cc1c(-c2ccncc2)c2c([nH]c1=O)-c1ccccc1OC2,5%[57.5 µM]
O=c1[nH]c2ccccc2nc1CCc1ccccc1,-5%
COC(=O)C(C(=O)OC)c1ncc(C(F)(F)F)cc1Cl,?
CCNc1ccc2noc3c2c1C(=O)c1ccccc1-3,?
Cc1cc(NC(=O)C2=C(O)c3ccccc3S(=O)(=O)N2C)no1,-3%
O=c1c2c3c(sc2nc2n1CCCCC2)C(O)CCC3 (configuration not stated),-8%
CCOC(=O)c1cn(CC)c2ccc(S(=O)(=O)N3CCC(C)CC3)cc2c1=O,-2%[57.5 µM]
Cc1ccc(NS(=O)(=O)c2ccc(Cl)c(C(=O)Nc3ccccc3-c3nc4ccccc4[nH]3)c2)cc1C,1%
CSc1sccc1/C=N/O,-1%[57.5 µM]
O=C(NCC(c1ccc(F)cc1)N1CCOCC1)c1ccc(C(=O)c2ccccc2)cc1 (configuration not stated),7%[57.5 µM]
CCOc1ccc2nc(N3CCC(C(=O)NCCCN4CCOCC4)CC3)sc2c1,4%[57.5 µM]
COC(=O)C(C)Oc1ccc(Oc2nc(Cl)ccc2Cl)cc1 (configuration not stated),-2%
COc1ccc(Cn2nnnc2CN2CCC(O)(c3ccccc3F)CC2)cc1,4%
CCC1CCCCN1CC(O)Cn1c2ccccc2n2c(=O)cc(C)c(C#N)c12 (configuration not stated),10%
O=C(Cc1cc(=O)[nH]c(=O)[nH]1)NCCN1CCOCC1,-13%
Cc1ccc2oc(=O)n(CC(=O)c3ccc(F)cc3)c2c1,-8%[57.5 µM]
COC(=O)c1cc(S(=O)(=O)N2CCC(C(N)=O)CC2)oc1C,-1%[57.5 µM]
CCCN1CCN(C(=O)Nc2ccc(OCC)cc2)CC1,5%
O=C(O)C(c1ccccc1)C1(O)CCCCC1 (configuration not stated),-4%[57.5 µM]
COC(=O)c1sc(NC(=O)c2ccc(C)o2)nc1C,1%
CCCCCCCCNC(=O)c1cnsn1,-9%
Cc1noc(C)c1COC(=O)/C=C/c1ccccc1Cl,3%
O=C(c1ccc(Cn2cc(Br)cn2)cc1)N1N=C(C(F)F)CC1(O)C(F)F (configuration not stated),-6%
O=C(c1cc2nc(-c3ccccc3)cc(-c3ccccc3)n2n1)N1CCCC1,?
O=C1OCC/C1=C\c1ccc(O)cc1,5%[57.5 µM]
c1ccc(-c2ccc(C3CCCN3)cc2)cc1 (configuration not stated),-9%[57.5 µM]
COc1ccc(CNC(=O)CN(Cc2ccc(OC)cc2)C(=O)c2csnn2)cc1,-3%
CC1CN(C(c2cccs2)c2sc3ncnn3c2O)CC(C)O1 (configuration not stated),5%
N=C1S/C(=C\c2ccco2)C(=O)N1c1nccs1,2%
CC(C)(C)C(=O)/C=C/c1ccc(Oc2ccccc2)cc1,11%[57.5 µM]
CCOC(=O)c1ccc(N2CN(C3CCCCC3)CNC2=S)cc1,-7%
# Other structures follow:
SMILES,ERK EGF block
Cn1ccc(NC(=O)Nc2cccc(C(F)(F)F)c2)n1,0%
CC1=C(C(=O)OCC(C)C)C(c2ccsc2)C2=C(CCCC2=O)N1 (configuration not stated),-1%
CCOC(=O)c1sc(NC(=O)/C=C/c2ccc(F)cc2)nc1C,3%
O=C(N/N=C/c1ccco1)c1cc([N+](=O)[O-])cc([N+](=O)[O-])c1,4%
O=C(CNC(=O)c1cccs1)NCC(=O)OCc1ccc(F)cc1,-17%
COc1ccc(-c2cc(=O)c3ccccc3n2C)cc1,15%
O=C(O)CC12CC3CC(C1)CC(n1ncc(NCc4ccccc4)c(Cl)c1=O)(C3)C2,-13%[57.5 µM]
COc1ccc(C)cc1NC(=O)Cn1cnc2sc(C)c(S(=O)(=O)N3CCOCC3)c2c1=O,5%
C=CCNC(=O)Nc1ccc(F)cc1F,5%
CC1(C)CC(=O)C2=C(C1)N(CCN1CCOCC1)C1=C(C(=O)CC(C)(C)C1)C2c1ccc(Cl)cc1,2%[57.5 µM]
NCCCC[C@H]1CNC(=O)C(=O)N1CC1CCCCC1,-5%[57.5 µM]
CCOC(=O)C1=C(O)/C(=C/c2cc(OC)c(O)c(OC)c2)SC1=Nc1ccc(OC)cc1,-7%
CCOc1cc(/C=C/C(=O)NCCc2ccc(S(N)(=O)=O)cc2)ccc1OCC(C)C,4%[57.5 µM]
COc1ccc(/C=N/Nc2cc(C)nc(N3CCOCC3)n2)cc1OC,-1%[57.5 µM]
O=C(Cc1ccc(S(=O)(=O)N2CCOCC2)s1)Nc1ccccc1Br,1%[57.5 µM]
CCCN1CCC(NC(=O)CCc2nnc(Cc3cc(OC)ccc3OC)o2)CC1,-4%
Cc1cccc(NC2SC(=O)N(CC(=O)O)C2=O)c1 (configuration not stated),-1%
Cc1ccc2cccc(N)c2n1,2%
COc1ccccc1N1CCN(CCCCNC(=O)c2ccc3ccccc3c2)CC1,6%
N#Cc1c(NC(=O)C2CC2)sc2c1CCCCC2,6%

# The final 3 entries of the part before open the next one:
SMILES,ERK EGF block
Cc1ccc2cccc(N)c2n1,2%
COc1ccccc1N1CCN(CCCCNC(=O)c2ccc3ccccc3c2)CC1,6%
N#Cc1c(NC(=O)C2CC2)sc2c1CCCCC2,6%
COc1ccccc1NC(=O)C(=O)NCc1ccccc1Cl,-2%
CC(C)c1ccc(NC(=O)c2n[nH]c(=O)c3ccccc23)cc1,-3%
CCc1nnc2cccc(Cl)n12,-5%
Cn1c(=O)n(C)c2cc([N+](=O)[O-])c(N3CCN(C(=O)c4cccc(F)c4)CC3)cc21,2%
Cc1ccc(C(=O)OCCn2cc(C#N)c(=O)[nH]c2=O)cc1,8%
CCOC(=O)C1(Cc2ccc(OC)cc2)CCN(C(=O)CCc2cccnc2)CC1,-5%
CC(=O)c1sc(NC(=O)C2=NN(c3ccccc3)C(=O)CC2)nc1C,1%
Nc1cc(=O)[nH]c(=O)n1CC1CC1,20%&-8%
COC(=O)c1sc2nc(C)cc(C)c2c1N,-11%
CC(C)c1nc(-c2ccc([N+](=O)[O-])cc2)cs1,6%
COC(=O)C(N)Cc1ccc(OC)c([N+](=O)[O-])c1 (configuration not stated),7%[57.5 µM]
CC(C)(C)c1cc2nc(N)nc(N)n2n1,-4%[57.5 µM]
CCOC(=O)C1=NN(c2ccccc2)C(=O)C1,-5%[57.5 µM]
CCc1ccc(NC(=O)CN2C(=O)C(=O)N(Cc3ccccc3)C2=O)cc1,-1%
COC(=O)Cc1csc(Nc2ccccc2Cl)n1,4%
CC(C)N(C(=S)NC1CC2CCC1C2)c1ccccc1 (configuration not stated),-8%
CCCCCCNC(=O)CCNS(=O)(=O)c1ccc(C)cc1,-4%
O=[N+]([O-])c1cc2c(cc1/C=N/NS(=O)(=O)c1ccc(Br)cc1)OCO2,-4%
Brc1ccc(OCc2cn3ccccc3n2)cc1,-2%
Nn1c(SCC(=O)NCc2ccccc2)nncc1=O,8%
COc1cccc(NC(=O)CN2CCN(c3nc(-c4cccc(OC)c4)cs3)CC2)c1,2%
Cc1cc(-c2n[nH]c(=S)n2/N=C/c2ccc(Cl)c([N+](=O)[O-])c2)n[nH]1,1%
Cn1cccc1C(=O)N1CCC2(CCCN(Cc3nccs3)C2)CC1,-2%
COc1ccc(C(=O)NNC(=O)c2ccccc2[N+](=O)[O-])cc1[N+](=O)[O-],-5%
COc1ccc(C2OCC3(CO2)SC(=O)NC3=O)cc1 (configuration not stated),-9%
COc1ccc(OC)c(NC(=O)COC(=O)/C=C/c2ccccc2Cl)c1,7%
COc1cccc(Nc2c3c(nc4c(-c5ccccc5)c(C)nn24)CCC3)c1,?
O=C(O)CCCCCN1C(=O)/C(=C\c2ccncc2)SC1=S,1%
S=c1[nH]nc(-c2cccnc2)n1/N=C/C=C/c1ccccc1,3%
COc1ccccc1-n1c(SCC(N)=O)nc2sc3c(c2c1=O)CCC3,-15%[57.5 µM]
CNc1c([N+](=O)[O-])cnn1-c1cccc(Cl)n1,-7%
N#Cc1ccc(Cl)cc1NC(=O)COC(=O)[C@H](CCC(N)=O)NC(=O)c1ccc(F)cc1,-7%
COCCNc1nc(C)c(C(C)=O)s1,-1%
O=C(NCc1ccco1)C1CCN(S(=O)(=O)Cc2ccccc2)CC1,5%
